Compound activity: PubChem, several laboratories
bIAP act = bovine intestinal alkaline phosphatase activators, primary screen, biochemical, bovine IAP, CDP-star luminescence. purified bovine IAP, 30 min; hits give high values; fold of DMSO-control signal, blank-subtracted. activation factor at 20 µM. hit rate 0.17% among 200,000;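 active = activation factor of 2 or more at 20 µM, a signal rise over negative controls twice the positive control's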
Diaph inh CS = diaphorase inhibitors and chemical oxidizers, primary screen, counter-screen for diaphorase-coupled primary assays, biochemical, uHTS, resorufin fluorescence. diaphorase resazurin-to-resorufin fluorescence, NADH, 16 min; bacterial (C. kluyveri) enzyme, not human. inhibition, % at 20 µM. hit rate 0.69% among 190,000. AID 1217, 2008;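 active = primary screen inhibition at 20 µM above a set limit, cut at about 50% in these data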;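 also: plate controls were DMSO with full reaction for no effect and wells lacking NADH for full effect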
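System: Diaphorase enzyme from Clostridium kluyveri | Amount: Enzyme working solution with 0.14 U/mL diaphorase | Benchmarks: No-NADH positive control and DMSO neutral control | Signal: Fluorescence of resorufin formed from resazurin, Ex 544/Em 590 nm | Schedule: 16-min room-temperature incubation before reading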
PMI act satM6P = human PMI activators, high substrate, primary screen, biochemical, fluorescence intensity, near-saturating mannose 6-phosphate; Mannose-6-phosphate isomerase (Homo sapiens), P34949; hit rate 0.34% among 190,000; activation factor at 20 µM; AID 1216, 2008; coupled PMI enzyme assay, resazurin fluorescence, 20 min; hits give high values; 1 = untreated enzyme, 0 = substrate-free blank;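 active = activation factor of 2 or more at 20 µM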
Target sequence (P34949 whole entry, looked up): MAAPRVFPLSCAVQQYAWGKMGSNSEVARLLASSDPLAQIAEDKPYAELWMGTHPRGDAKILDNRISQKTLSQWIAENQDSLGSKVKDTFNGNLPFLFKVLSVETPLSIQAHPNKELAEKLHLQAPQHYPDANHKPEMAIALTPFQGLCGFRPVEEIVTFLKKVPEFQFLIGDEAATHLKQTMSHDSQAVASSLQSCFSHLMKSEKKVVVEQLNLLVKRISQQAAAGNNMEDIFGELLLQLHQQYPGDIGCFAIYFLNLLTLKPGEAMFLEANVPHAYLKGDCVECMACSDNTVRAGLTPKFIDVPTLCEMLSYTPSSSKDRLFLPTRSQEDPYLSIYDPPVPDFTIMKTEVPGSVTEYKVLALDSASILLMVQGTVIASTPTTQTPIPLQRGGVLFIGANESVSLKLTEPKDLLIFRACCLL
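test system = human PMI in coupled enzyme assay | medium = HEPES-buffered pH 7.4 with magnesium and detergent | also added = 1.0 mM mannose-6-phosphate substrate with 0.22 mM NADP+ | compound = 20 µM single dose | times = 20 min incubation at room temperature | measured by = resorufin fluorescence (Ex 544/Em 590 nm) from resazurin via diaphorase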
PMI activator = activators of human PMI, primary screen, biochemical, fluorescence intensity, near-Km mannose 6-phosphate; activation factor at 20 µM; hit rate 0.005% among 190,000; purified human PMI, coupled resazurin fluorescence, 20 min; hits give high values; 1 = vehicle control, 0 substrate-free wells; AID 1214, 2008;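 active = activation factor of 2 or more at 20 µM, relative to plate controls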
L major viab = Leishmania major promastigote growth inhibition, primary screen; Leishmania major promastigotes, resazurin fluorescence viability; hit rate 9% among 200,000; inhibition, % at 10 µM; in the data active = inhibition above about 50%;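 also: promastigotes grown with compound for 44 hours at 28 °C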
bIAP inh = bovine intestinal alkaline phosphatase inhibitors, primary screen, selectivity assay for TNAP inhibitor project, biochemical, bovine IAP, CDP-star luminescence; alkaline phosphatase, intestinal [Bos taurus]; purified bovine IAP, 30 min; inhibition, % at 20 µM; 190,000 tested, under 10 active; AID 1019, 2008;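 active = over 50% inhibition of intestinal alkaline phosphatase at 20 µM in the single-dose screen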
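test system = bovine IAP enzyme | medium = DEA buffer 100 mM, pH 9.8, with MgCl2 1.0 mM, ZnCl2 0.02 mM | detection = luminescence | dosing = single compound dose of 20 µM, 2% DMSO final | incubation = 30 min reaction at room temperature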
TNAP inh hiacc = human TNAP enzyme inhibitors, primary screen, biochemical, luminescent, high phosphate acceptor level, uHTS. Alkaline phosphatase, tissue-nonspecific isozyme (Homo sapiens), P05186. purified TNAP, CDP-star luminescence, 1 M DEA. inhibition, % at 20 µM. hit rate 0.03% among 200,000. AID 1135, 2008;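 active = over 50% inhibition of tissue-nonspecific alkaline phosphatase at 20 µM in the single-dose screen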;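 also: plate controls were DMSO wells for no effect and EDTA-quenched wells as full inhibition for full effect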
Target sequence (P05186 whole entry, looked up): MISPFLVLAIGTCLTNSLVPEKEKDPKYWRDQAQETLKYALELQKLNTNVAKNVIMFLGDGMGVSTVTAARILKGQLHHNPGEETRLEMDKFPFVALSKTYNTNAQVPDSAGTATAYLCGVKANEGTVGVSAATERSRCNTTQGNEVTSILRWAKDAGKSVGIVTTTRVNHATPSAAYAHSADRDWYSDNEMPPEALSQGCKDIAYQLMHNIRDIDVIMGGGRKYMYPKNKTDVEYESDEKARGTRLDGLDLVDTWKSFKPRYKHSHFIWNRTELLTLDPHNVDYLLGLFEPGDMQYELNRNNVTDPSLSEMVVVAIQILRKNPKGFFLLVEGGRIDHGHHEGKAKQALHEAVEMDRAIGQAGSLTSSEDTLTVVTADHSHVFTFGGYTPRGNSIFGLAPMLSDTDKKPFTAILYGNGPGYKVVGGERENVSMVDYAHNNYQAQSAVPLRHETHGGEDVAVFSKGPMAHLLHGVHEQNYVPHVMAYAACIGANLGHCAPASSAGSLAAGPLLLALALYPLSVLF
TNAP act hi DEA = TNAP activators at high phosphate acceptor level, primary screen, biochemical, luminescence, uHTS; purified TNAP, CDP-star luminescence, 1 M DEA, 30 min; hits give high values; 0 = EDTA background, 1 = DMSO-only activity; 200,000 tested, under 10 active; Alkaline phosphatase, tissue-nonspecific isozyme (Homo sapiens), P05186; AID 1136, 2008; activation factor at 20 µM;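 active = activation factor at least 2 at 20 µM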
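Dosing: 20 µM single point. System: human TNAP. Amount: TNAP 1/800 final. Incubation: 30 min, room temperature. Read-out: TNAP activation factor scaled between EDTA and DMSO control wells. Signal: luminescence from CDP-star hydrolysis. Medium: 1 M DEA, pH 9.8, Mg2+, Zn2+. Control set: EDTA negative control, DMSO positive control.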
Diaph act CS = compounds boosting diaphorase resazurin reduction – biochemical, uHTS, resorufin fluorescence, counter-screen for diaphorase-coupled primary assays, primary screen | Diaphorase/resazurin coupled assay, 16 min; hits give high values; 1 = vehicle wells, 0 = NADH-free wells | activation factor at 20 µM | hit rate 0.005% among 190,000 | AID 1229, 2008;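 active = diaphorase activity raised at least twofold by the compound at 20 µM; inactive = activation factor below 2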
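Test system: Clostridium kluyveri diaphorase, purified enzyme. Buffer or medium: 50 mM HEPES pH 7.4 buffer plus MgCl2 and Tween 20. Also added: 0.114 mM NADH and 0.1 mM resazurin, final amounts. Dosing: compound 20 µM once, DMSO 1%. Schedule: 16 min enzyme reaction, ambient temperature. Detection: fluorescence of resorufin, 544 nm excitation, 590 nm emission.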
TNAP inh no acc = human TNAP enzyme inhibitors, primary screen, biochemical, luminescent, no phosphate acceptor, uHTS | inhibition, % at 20 µM | purified TNAP, CDP-star luminescence, 30 min | hit rate 0.26% among 200,000 | Alkaline phosphatase, tissue-nonspecific isozyme (Homo sapiens), P05186;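 active = tissue-nonspecific alkaline phosphatase inhibition above about 50% at 20 µM in the single-dose screen, limit read from the data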;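 also: 0% = DMSO negative control and 100% = EDTA positive control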
Numbers without * were called inactive. This is a random part of the collection; about 10% have a hit in one of these screens.

nr	SMILES	bIAP act	Diaph inh CS	PMI act satM6P	PMI activator	L major viab
1	CS(=O)(=O)c1ccc(C(=O)OCc2nnc(-c3ccc(Cl)cc3)o2)cc1[N+](=O)[O-]	1.1	2	1	1.3	-13
2	O=C(O)/C=C\C(=O)Nc1ccc(Oc2ccc(Br)cc2)cc1	1.1	11	1	1	-8
3	S=C(NCCCN1CCOCC1)N1CCN(c2nc(-c3ccc(Cl)cc3)cs2)CC1	1	17	0.9	0.9	76*
4	Cc1noc(C)c1C(=O)Nc1nc(C23CC4CC(CC(C4)C2)C3)cs1	1.1	14	1	0.9	-6
5	Clc1ccc(C2=NNC(=NCc3ccccc3)SC2)cc1	1	19	1	1.1	22
6	Cc1[nH]n(-c2ccccc2)c(=O)c1/C=N/NC(=O)COc1ccccc1[N+](=O)[O-]	0.9	53*	0.4	0.9	-14
7	Cc1ccccc1-n1c(C)cc(/C=C2\NC(=O)NC2=O)c1C	1	21	0.8	0.9	7
8	CCOCCc1c(O)nc(SCCOc2ccc(C)c(C)c2)[nH]c1=O	0.9	19	1	0.9	-6
9	CC(=O)c1ccc(NC(=O)C(C)n2nc(-c3ccccc3)c3cc(Cl)ccc32)cc1 (stereo unspecified)	0.9	16	0.9	0.9	16
10	CN(C)/C=N/c1sccc1C(N)=O	0.9	14	1	1	-5

nr	bIAP inh	TNAP inh hiacc	TNAP act hi DEA	Diaph act CS	TNAP inh no acc
1	-10	3	1	1	3
2	-9	-5	1	0.9	-9
3	-3	-7	1.1	0.8	-11
4	-5	-2	1	0.9	-3
5	-2	-1	1	0.8	2
6	5	-3	1	0.5	6
7	-3	-1	1	0.8	-5
8	11	-8	1.1	0.8	-9
9	10	2	1	0.8	-2
10	10	-6	1.1	0.9	-15

The list goes on.
nr	SMILES	bIAP act	Diaph inh CS	PMI act satM6P	PMI activator	L major viab
11	CCOC(=O)N1CCN(C(=O)Cc2ccc(C)cc2)CC1	0.9	8	1	1	-3
12	COCCNC(=O)C(OC(=O)CC1Sc2ccccc2NC1=O)c1ccccc1 (stereo unspecified)	1	-17	1	1.1	-1
13	C=CCOn1c(=O)c(-c2cccs2)[n+]([O-])c2ccccc21	0.8	16	0.9	0.8	-5
14	Cc1ccc(C(=O)Nc2ccc(Cc3ccncc3)cc2)cc1[N+](=O)[O-]	0.9	6	1	1	22
15	CCOC(=O)Cn1c(=O)oc2cc(S(=O)(=O)NCCCc3ccccc3)ccc21	0.8	5	0.9	0.9	-6
16	Cc1ccnc(NC2OC(=O)c3ccccc32)c1 (stereo unspecified)	1.1	-6	1.1	1	-4
17	O=C(C1=C[C@H](c2ccc3c(c2)OCO3)C[C@H](OCc2ccc(CO)cc2)O1)N1CCOCC1	1.1	8	1.1	1	-1
18	CCOC(=O)C(Cc1c[nH]c2ccccc12)NC(=O)c1ccco1 (stereo unspecified)	1	15	0.9	0.9	-4
19	O=C(COC(=O)CN1C(=O)C2CCCCC2C1=O)Nc1cc(S(=O)(=O)N2CCOCC2)ccc1Cl (stereo unspecified)	1	1	1	1.1	-6
20	O=C(c1ccco1)N1CCN(C(=O)C(c2ccccc2)c2ccccc2)CC1	0.8	10	1	1	19

nr	bIAP inh	TNAP inh hiacc	TNAP act hi DEA	Diaph act CS	TNAP inh no acc
11	6	-4	1	0.9	-13
12	0	-6	1.1	1.2	-6
13	18	-2	1	0.8	-3
14	11	1	1	0.9	-7
15	16	3	1	0.9	-9
16	-7	-4	1	1.1	-8
17	-13	-5	1	0.9	2
18	3	-5	1	0.8	-7
19	-3	-4	1	1	-10
20	17	-6	1.1	0.9	-13

More structures follow.
nr	SMILES	bIAP act	Diaph inh CS	PMI act satM6P	PMI activator	L major viab
21	CCCOc1ccc(C2C(C(=O)OC)=C(C)N=C3SCCC(=O)N32)cc1OCC (stereo unspecified)	1	13	1	0.9	42
22	CCC(=O)N1CCC(c2ccc(OC)cc2)=N1	1.2	9	0.9	0.8	-4
23	Cc1cc(C(=O)N/N=C/c2cccc([N+](=O)[O-])c2O)n[nH]1	0.6	50*	0.9	0.5	-3
24	O=C(CCCN1C(=O)/C(=C/c2ccccc2Cl)SC1=S)NNC(=O)c1ccccc1Cl	1	12	0.9	0.9	67*
25	O=S(=O)(Nn1cnnc1)c1ccccc1	0.9	2	1.2	1.2	-7
26	CCOC(=O)c1cc2c(=O)[nH]c(C(Cl)(Cl)Cl)nc2o1	1	12	1.1	1.1	-8
27	Cn1c(=O)n(Cc2ccc(Br)cc2)c2ccccc21	1.1	-4	1.1	1	4
28	Cn1cnnc1SCC(=O)Nc1cccc(C(=O)O)c1	0.9	4	1	1.1	-4
29	O=C(Nc1cccc(C(F)(F)F)c1)N(Cc1ccc(Cl)cc1)CC(O)C(F)(F)F (stereo unspecified)	0.9	16	0.8	0.8	96*
30	CN1CCN(CC(O)COc2ccc(C34CC5CC(CC(C5)C3)C4)cc2)CC1 (stereo unspecified)	1.2	-80	1.2	1.1	100*

nr	bIAP inh	TNAP inh hiacc	TNAP act hi DEA	Diaph act CS	TNAP inh no acc
21	-2	1	1	0.9	-1
22	-16	-1	1	0.9	-18
23	43	18	0.8	0.5	-81
24	2	0	1	0.9	-67
25	14	1	1	1	-6
26	3	0	1	0.9	-11
27	-10	-8	1.1	1	-8
28	13	-2	1	1	0
29	15	-2	1	0.8	-6
30	-18	-5	1	1.8	-34

(next part)
nr	SMILES	bIAP act	Diaph inh CS	PMI act satM6P	PMI activator	L major viab
31	COc1cccc(CC(=O)Nc2nc(-c3cc(OC)ccc3OC)cs2)c1	1	16	0.9	0.9	12
32	COCC(=O)Nc1ccc(F)cc1	1	-8	1	1.1	-1
33	O=C(Nc1ccncc1)c1ccc2c(c1)C(=O)N(C1CCCCC1)C2=O	1	0	1	1.1	-2
34	COc1ccc(CN(Cc2cc3cccc(C)c3[nH]c2=O)C(=O)N(C)C)cc1	0.9	13	1	0.9	-3
35	CC(=O)Nc1ccc(Oc2ncccn2)c(Cl)c1	1	6	1	1	-6
36	Cc1c(/C(O)=C2/C(=O)C(=O)N(CCN3CCOCC3)C2c2cccs2)cnn1-c1ccccc1 (stereo unspecified)	0.9	13	1.4	1.2	-6
37	Cc1ccc(N2C(=O)C3C(C2=O)N2C(c4cccs4)C4C(=O)N(c5ccc(C)cc5)C(=O)C4N2C3c2cccs2)cc1 (stereo unspecified)	1.4	15	0.9	0.9	-1
38	NS(=O)(=O)c1ccc(NC(=S)NC2CCCCCC2)cc1	1	8	1	1	31
39	COC(=O)c1cccc(S(=O)(=O)N(Cc2ccco2)Cc2cc3cc(OC)ccc3[nH]c2=O)c1	1.1	25	0.9	0.9	1
40	CCCN(CCC)S(=O)(=O)c1ccc(C(=O)NNc2nc(-c3ccccc3)c3cc(Br)ccc3n2)cc1	1.1	-4	1.1	1.1	18
41	COc1cccc(CNC(=O)CC2Sc3ccccc3NC2=O)c1 (stereo unspecified)	0.9	7	1.1	1.1	-4

nr	bIAP inh	TNAP inh hiacc	TNAP act hi DEA	Diaph act CS	TNAP inh no acc
31	1	-1	1	0.8	-9
32	-4	2	1	1.1	-4
33	5	-12	1.1	1	3
34	12	-2	1	0.9	-8
35	4	0	1	0.9	-14
36	10	-7	1.1	0.9	-10
37	-36	3	1	0.9	-2
38	3	4	1	0.9	0
39	-5	-5	1	0.7	-5
40	-9	9	0.9	1	9
41	9	-4	1	0.9	-12

Looked up above:
#33 @ bIAP act = 1
#35 @ Diaph inh CS = 6
#41 @ TNAP inh no acc = -12
#39 @ L major viab = 1

Complete entries from above.
Listed for CCOC(=O)Cn1c(=O)oc2cc(S(=O)(=O)NCCCc3ccccc3)ccc21 → bIAP act: 0.8; Diaph inh CS: 5; PMI act satM6P: 0.9; PMI activator: 0.9; L major viab: -6; bIAP inh: 16; TNAP inh hiacc: 3; TNAP act hi DEA: 1; Diaph act CS: 0.9; TNAP inh no acc: -9
Listed for Cc1[nH]n(-c2ccccc2)c(=O)c1/C=N/NC(=O)COc1ccccc1[N+](=O)[O-] → bIAP act: 0.9; Diaph inh CS: 53*; PMI act satM6P: 0.4; PMI activator: 0.9; L major viab: -14; bIAP inh: 5; TNAP inh hiacc: -3; TNAP act hi DEA: 1; Diaph act CS: 0.5; TNAP inh no acc: 6
